Screening results from PubChem BioAssay.
RMI-FANCM inh: disruptors of RMI1/RMI2 association with MM2 peptide – biochemical, fluorescence polarization, human, primary screen | RMI core complex (RMI1/RMI2) binding to FANCM MM2 peptide, human | RMI core complex with F-MM2 peptide; stronger effect = lower value | FP signal (polarization) at 33 µM | 0.58% of 70,000 active; in the data active = FP signal below about 40; also: inactives centre near 61; strong numbers were not always called active; unit not given here
Starred values were filed as active, the others as inactive; & = joins results of further samples.

For CN(C)C(=O)Oc1ccc2nnc3ccnn3c2c1 the results were RMI-FANCM inh 52.
`NC1=NC(c2cccnc2)n2c(nc3ccccc32)N1` (stereo unspecified) gave RMI-FANCM inh 61.
For CC(C)Oc1cccnc1N(C)C1CCN(Cc2ccccc2)CC1 the results were RMI-FANCM inh 56.
For O=C(Nc1ccc(Br)cc1C(=O)c1ccccc1Cl)c1cc2cc([N+](=O)[O-])ccc2s1 the results were RMI-FANCM inh 65.
Screening CCNC(=O)[C@H]1O[C@@H](n2cnc3c(N)ncnc32)C(O)[C@H]1O (stereo partly specified) returned RMI-FANCM inh 54.
`CCc1cc2c(cc1-c1csc(-c3ccc(OC)cc3)n1)C(C)(C)CCC2(C)C` gave RMI-FANCM inh 65.
For CC(=O)O[C@H]1CC[C@@]2(C)C(=CC[C@@H]3[C@@H]2CC[C@]2(C)C(=O)CC[C@@H]32)C1 the results were RMI-FANCM inh 9*.
Cc1c([N+](=O)[O-])cc2c(c1[N+](=O)[O-])C(C)(C)CC2(C)C was read as RMI-FANCM inh 53.
Screening O=c1cccc2n1CC1CC2CN(C(=S)Nc2ccc(F)cc2)C1 (stereo unspecified) returned RMI-FANCM inh 59.
For COC(=O)COc1ccc(Cl)cc1Cl the results were RMI-FANCM inh 58.

6 entries picked at random from those above:
For COC(=O)COc1ccc(Cl)cc1Cl the results were RMI-FANCM inh 58.
Screening O=c1cccc2n1CC1CC2CN(C(=S)Nc2ccc(F)cc2)C1 (stereo unspecified) returned RMI-FANCM inh 59.
Cc1c([N+](=O)[O-])cc2c(c1[N+](=O)[O-])C(C)(C)CC2(C)C was read as RMI-FANCM inh 53.
`NC1=NC(c2cccnc2)n2c(nc3ccccc32)N1` (stereo unspecified) gave RMI-FANCM inh 61.
For CC(C)Oc1cccnc1N(C)C1CCN(Cc2ccccc2)CC1 the results were RMI-FANCM inh 56.
For CC(=O)O[C@H]1CC[C@@]2(C)C(=CC[C@@H]3[C@@H]2CC[C@]2(C)C(=O)CC[C@@H]32)C1 the results were RMI-FANCM inh 9*.

Next section
CCn1ncc(/C=C2/CC3C4CC=C5CC(O)CCC5(C)C4CCC3(C)C2=O)c1C (stereo unspecified) was read as RMI-FANCM inh 59.
`CN(C)C(=O)Oc1nc(-c2ccc(Cl)cc2)cs1` gave RMI-FANCM inh 46.
For COc1ccc(C[C@H]2NC[C@H](O)[C@H]2OC(C)=O)cc1 the results were RMI-FANCM inh 57&60.
Screening CC1(C(=O)O)C2CCC(O2)C1(C)C(=O)O (stereo unspecified) returned RMI-FANCM inh 53.
COc1ccccc1N1CCN(CC(=O)Nc2ccc(Cl)cc2C(=O)c2ccccc2)CC1 was read as RMI-FANCM inh 56.
COc1ccccc1NC1(C#N)CCCCC1 was read as RMI-FANCM inh 63.
Screening O=C(Nc1ccccc1C(F)(F)F)c1cccn(Cc2ccccc2F)c1=O returned RMI-FANCM inh 55.
O=C(COc1ccc(Cl)cc1Cl)N1CCN(Cc2nc(-c3ccco3)cs2)CC1 was read as RMI-FANCM inh 66.
For NCCCP(=O)(O)O the results were RMI-FANCM inh 53.
`O=C(c1ccccc1Cl)c1cc(Cl)ccc1NC(=O)c1cc(Cl)sc1Cl` gave RMI-FANCM inh 61.
`O=C(O)c1cc[c]([Hg][Cl])cc1` gave RMI-FANCM inh 54.
CN1CC(CNC(=O)OCc2ccccc2)CC2c3cccc4c3c(cn4C)CC21 (stereo unspecified) was read as RMI-FANCM inh 63.
For O=C(Nc1ccc(Cl)cc1C(=O)c1ccccc1Cl)c1ccc2c(c1)OCO2 the results were RMI-FANCM inh 69.
For COc1ccc(OC)c2sc(N3CCNCC3)nc12 the results were RMI-FANCM inh 72.
`O=C(Cc1ccc(Cl)c(Cl)c1)N1CCCCC1CN1CCCC1` (stereo unspecified) gave RMI-FANCM inh 59.
CCOC(=O)c1c(C)n(Cc2ccccc2)c2ccc(OCC(O)CN3CCCCCC3)cc12 (stereo unspecified) was read as RMI-FANCM inh 85&88.
For CN1CCc2cc(O)cc3c2[C@H]1Cc1ccc(O)c(O)c1-3 the results were RMI-FANCM inh 60.
Screening O=C1NC(=S)NC(=O)C1=Cc1ccccn1 returned RMI-FANCM inh 50.
`O=S(=O)(c1ccc(F)cc1)N1CCCC1c1cccnc1` (stereo unspecified) gave RMI-FANCM inh 63.
`O=c1cccc2n1CC1CNC[C@H]2C1` gave RMI-FANCM inh 59.
`O=C(Cc1ccc(F)cc1)N1CCN(Cc2nc(C3CC3)cs2)CC1` gave RMI-FANCM inh 60.
For Cc1ccc(S(=O)(=O)NCC(=O)Nc2ccc(Cl)cc2C(=O)c2ccccc2)cc1 the results were RMI-FANCM inh 61.
O=C(CCCN1CCC2(CC1)C(=O)N(CCc1ccc(N=C=S)cc1)CN2c1ccccc1)c1ccc(F)cc1 was read as RMI-FANCM inh 111.
Screening CN=C1CN(O)C(c2ccccc2)=c2cc(Cl)ccc2=N1 returned RMI-FANCM inh 58.
CN1C(=O)Oc2ccc(Cl)cc2C1O (stereo unspecified) was read as RMI-FANCM inh 54.
For CN(C)c1ccc(/C=C2\CC3C4CCC5CC(O)CCC5(C)C4CCC3(C)C2=O)cc1 (stereo unspecified) the results were RMI-FANCM inh 99.
For COc1cc(C(c2c(O)c3ccccc3oc2=O)c2c(C)n(C)n(-c3ccccc3)c2=O)cc(Br)c1O (stereo unspecified) the results were RMI-FANCM inh 56.
Screening S=P(c1ccccc1)(c1ccccc1)c1ccccn1 returned RMI-FANCM inh 64.
c1ccc2c(c1)[I+]c1ccccc1-2 was read as RMI-FANCM inh 64.
C#CCN(C)[C@H](C)Cc1ccccc1 was read as RMI-FANCM inh 79&72&60.
`COc1ccc(CC(=O)N2CCN(Cc3nc4ccccc4[nH]3)CC2)cc1` gave RMI-FANCM inh 60.
CN(C)C(=O)Oc1ccc(Br)cc1C(=O)Nc1ccc(F)c(Cl)c1 was read as RMI-FANCM inh 55.
CN(C)CC#Cc1ccc(C=C(C#N)C#N)cc1 was read as RMI-FANCM inh 63.
CCCC[n+]1cc(=N)o[n-]1 was read as RMI-FANCM inh 57.
`CSc1ncccc1C1=N/C(=C\N(C)C)C(=O)O1` gave RMI-FANCM inh 62.
For CCOc1ccc(CC(=O)Nc2ccc(Br)cc2C(=O)c2ccccc2)cc1 the results were RMI-FANCM inh 63.
For CC12C[C@@H](O)C3C(CCC4CC(O)CCC43C)C1=CCC2C1=CC(=O)OC1 (stereo partly specified) the results were RMI-FANCM inh 56.
For Clc1ccc(Cl)cc1 the results were RMI-FANCM inh 55.
CS(=O)(=O)OCCN1CCN(S(C)(=O)=O)CC1 was read as RMI-FANCM inh 54.
`CCOc1ccccc1NC1=NCCS1` gave RMI-FANCM inh 54.
`COc1c(CC=C(C)C)c2c(c3oc(=O)c(-c4ccc(O)cc4)c(O)c13)C=CC(C)(C)O2` gave RMI-FANCM inh 13*.
`CC(C)=C1CC2C3CCC4CCCCC4(C)C3CCC2(C)C1O` (stereo unspecified) gave RMI-FANCM inh 65.
Screening COc1ccc2[nH]c3c(c2c1)CCNC3 returned RMI-FANCM inh 67.
Screening COC[C@]12CN(C=O)C3[C@@H]4[C@H](OC)C1[C@]3(C1CC3(O)C(OC)C(O)C4(OC(C)=O)C1C3OC(=O)c1ccccc1)[C@@H](OC)C[C@H]2O (stereo partly specified) returned RMI-FANCM inh 62.
Screening COc1ccc(-c2csc(CN3CCN(C(=O)COc4ccccc4)CC3)n2)cc1 returned RMI-FANCM inh 62.
Screening CN(C)C(=O)ONC(=O)Cc1ccccc1 returned RMI-FANCM inh 55.
For COc1ccc(CC(=O)N2CCN(Cc3nc(-c4cccs4)cs3)CC2)cc1OC the results were RMI-FANCM inh 60.
`CCCCCCCCCOc1ccc2[nH]cc(CCN)c2c1` gave RMI-FANCM inh 76.
CCc1cc2c(cc1-c1cnc(Nc3ccccc3)s1)C(C)(C)CCC2(C)C was read as RMI-FANCM inh 53.
Cc1csc(CN2CCN(C(=O)COc3ccccc3C)CC2)n1 was read as RMI-FANCM inh 63.
CN1CC[C@]2(c3cccc(O)c3)Cc3nc4ccccc4cc3C[C@H]2C1 was read as RMI-FANCM inh 69.
`CC12CCC3(C[C@@H]1CCC1C2CCC2(C)C1CC[C@]2(C)O)OCCO3` (stereo partly specified) gave RMI-FANCM inh 56.
For C[n+]1[n-]oc(=N)c1-c1ccccc1 the results were RMI-FANCM inh 60.
For O=C(NCCN1CCN(c2ccccc2)CC1)c1ccc(F)cc1 the results were RMI-FANCM inh 64.
For O=C(COc1ccc2ccccc2c1)Nc1ccc([N+](=O)[O-])c(C(F)(F)F)c1 the results were RMI-FANCM inh 60.
For CN[C@@H]1[C@@H](O)[C@H](O[C@@H]2[C@@H](O)[C@H](O[C@@H]3O[C@H]([C@@H](C)NC)CC[C@H]3N)[C@@H](N)C[C@H]2N)OC[C@]1(C)O (tested in a mixture with another compound) the results were RMI-FANCM inh 54.
Screening CN(C)C(=O)O/N=C(/N)c1ccc(OCc2ccccc2F)cc1 returned RMI-FANCM inh 54.
Screening C[N+]1(C)CCN(c2ccccc2)CC1 returned RMI-FANCM inh 52&62.
CC(=O)NCCc1c[nH]c2ccccc12 was read as RMI-FANCM inh 61.
C=C(C)[C@@H]1C2C(=O)O[C@H]1[C@H]1OC(=O)[C@@]34OC3C[C@]2(O)[C@@]14C (stereo partly specified) was read as RMI-FANCM inh 60.
`O=C1NC(=O)C(=O)C(=O)N1` gave RMI-FANCM inh 65.
O=C(Nc1ccc(Br)cc1F)c1cccn(Cc2ccccc2Cl)c1=O was read as RMI-FANCM inh 76.
Screening C[C@]12CC[C@H]3[C@@H](CC[C@]4(O)C[C@@H](O)CC[C@]34C=O)[C@@]1(O)CC[C@@H]2C1=CC(=O)OC1 returned RMI-FANCM inh 49.
`CCN1C[C@@]2(COC)C3[C@@H](OC)[C@H]4[C@@H]1[C@@]3(C1C[C@@]3(O)[C@H](OC(=O)c5ccccc5)C1[C@]4(OC(C)=O)[C@@H](O)[C@H]3OC)[C@@H](OC)C[C@H]2O` (stereo partly specified) gave RMI-FANCM inh 78.
Screening N#CC(C#N)=Cc1cc(O)c(O)c(O)c1 returned RMI-FANCM inh 139.
`c1cncc(C2=NCCC2)c1` gave RMI-FANCM inh 64&59.
Screening COc1cc(C(O)CN)ccc1O (stereo unspecified) returned RMI-FANCM inh 50.
`CCC(C)C(=O)O[C@@H]1C[C@@]2(C)[C@H](c3ccoc3)OC(=O)CC23OC2(C)O[C@]14[C@]1(C)[C@@H](CC(=O)OC)C5(C)CC1(O)[C@](O)(C5OC(=O)C1(C)OC1C)[C@@H](OC(C)=O)[C@]34O2` (stereo partly specified) gave RMI-FANCM inh 59.
For S=C(S)N1CCCCC1 the results were RMI-FANCM inh 55.
C[C@]12CC[C@H]3[C@@H](CCC4=CC(=O)CC[C@@]43C)[C@@H]1CC[C@@H]2O was read as RMI-FANCM inh 57.
NC(=O)C1CCN(CC(=O)Nc2ccc(Cl)cc2C(=O)c2ccccc2Cl)CC1 was read as RMI-FANCM inh 82.
`CN(C(=O)c1cccs1)c1ccc(Cl)cc1C(=O)c1ccccc1` gave RMI-FANCM inh 61.
For CN1[C@@H]2CC(=O)C[C@H]1[C@H](O)C2 the results were RMI-FANCM inh 61.
Screening O=C(Cc1ccc(F)cc1)N1CCN(Cc2nc(-c3ccc(F)cc3)cs2)CC1 returned RMI-FANCM inh 66.
`CN(C(=O)Cc1ccc(Cl)c(Cl)c1)C(CN1CCCC1)c1cccc(OCC(=O)O)c1` (stereo unspecified) gave RMI-FANCM inh 50.
For CSc1ccc(C2N(c3cc(C)on3)C(=O)C3CCCN32)cc1 (stereo unspecified) the results were RMI-FANCM inh 62.
`CN1C(=O)C(=Cc2cccs2)C(=O)N(C)C1=O` gave RMI-FANCM inh 61.
Screening CN1C2CCC1CC(OC(c1ccccc1)c1ccc(Cl)cc1)C2 (stereo unspecified) returned RMI-FANCM inh 81.
CCN(CC)C(=O)N[C@@H]1C[C@@H]2c3cccc4[nH]cc(c34)C[C@H]2N(C)C1 was read as RMI-FANCM inh 52.
Screening COc1cc2c(cc1OC)C(C)NCC2 (stereo unspecified) returned RMI-FANCM inh 59&60.

Compounds listed so far containing a COOH group:
Screening CC1(C(=O)O)C2CCC(O2)C1(C)C(=O)O (stereo unspecified) returned RMI-FANCM inh 53.
`O=C(O)c1cc[c]([Hg][Cl])cc1` gave RMI-FANCM inh 54.
`CN(C(=O)Cc1ccc(Cl)c(Cl)c1)C(CN1CCCC1)c1cccc(OCC(=O)O)c1` (stereo unspecified) gave RMI-FANCM inh 50.

Next section.
`CN(C)C(=O)Oc1ccnc(SCc2ccc([N+](=O)[O-])cc2)n1` gave RMI-FANCM inh 57.
`C=C(C)[C@H]1CN[C@H](C(=O)O)[C@H]1CC(=O)O` gave RMI-FANCM inh 56.
For CCOP(=S)(OCC)SCSCC the results were RMI-FANCM inh 58.
CCN(C(C)=O)c1cccc(-c2ccnc3c(C#N)cnn23)c1 was read as RMI-FANCM inh 57.
`CN1CCc2cccc(Cl)c2CC1` gave RMI-FANCM inh 60.
Screening COC1=CC23CCCN2CCc2cc4c(cc2C3C1O)OCO4 (stereo unspecified) returned RMI-FANCM inh 64.
Screening Cc1cccc(NC(=O)c2cc3cccnc3n(Cc3ccc(Cl)cc3)c2=O)c1 returned RMI-FANCM inh 60.
`O=C(Cc1ccccc1)OCCNC(=O)c1cccnc1` gave RMI-FANCM inh 61.

This is a subset (hit frequency here may not be typical).
